IL2 activator: qHTS of IL-2 Activators; AID 652025, 2013; 360,000 compounds, 0.065% hits; IL-2 activation reporter assay, cell-based qHTS; stimulated with anti-CD3/CD4/CD28 beads; in transgenic mouse T cells; activation, % (series mostly up to about 46 µM); in the data active means activation above about 50%; inconclusive means mostly about 30% to 49%; further: 0% is about no effect
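Readout is EGFP and DsRed signal by fluorescent plate cytometry after 18 h at 37 degrees C. Transgenic mouse T cells (750/well) received compound for 60 min before bead stimulation (anti-CD3, anti-CD4, anti-CD28); memory T cells served as non-tolerant control.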
EPAC1 ag: qHTS for Agonist of cAMP-regulated guanine nucleotide exchange factor 3 (EPAC1): primary screen; 360,000 compounds, 0.073% hits; Potency, µM (highest dose often 154 µM), for inactives: at the highest dose activation, most hits filed as activators; EPAC1 agonist qHTS, biochemical assay; response scale: 100% = response to 6.5 mM cAMP; Rap guanine nucleotide exchange factor 3 (Homo sapiens), O95398; AID 720707, 2013; further: potency means the concentration at half of the fitted maximal effect; nearly all actives have a fitted effect of over 60% in size
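EPAC1 100 nM, Rap1B–BODIPY-GDP 250 nM, unlabeled GDP 50 uM; compound titration; 5 min RT; kinetic read ex480/em540 at 5-min intervals ×30 min; data normalized to 6.5 mM cAMP agonist control.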
FUS suppressor: qHTS for Suppressors of FUS Proteinopathy: Primary screen using FUS-linked yeast assay; 390,000 compounds, 0.24% hits; S. cerevisiae FUS-expressing, growth rescue, OD600, 24 h; Potency, µM (doses to about 76.6 µM), for the others: top-dose growth rescue (activation), most hits filed as activators;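 further: potency means the concentration at half of the fitted maximal effect; plate controls were DMSO vehicle for no effect and reference control for full effect; nearly all actives have a fitted effect of over 55% in size; some results filed as inactive show a strong effect at the top dose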
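Galactose (2%) drives FUS expression in yeast precultured in raffinose; seeding density OD 0.005. Test compounds incubated 24hr at 30C and 99% humidity before absorbance at 600 nm was measured.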
WRN helicase inh: qHTS for Inhibitors of WRN Helicase; 360,000 compounds, 0.46% hits; AID 651768, 2012; Potency, µM (doses to about 114 µM), without a hit: at the highest dose activity change, negative = inhibition, actives largely listed as inhibitors; WRN helicase unwinding, fluorescent forked duplex, kinetic; further: potency means the concentration at half of the fitted maximal effect; on the % scale 0 is the no-effect control and ±100 the full control effect; nearly all actives have a fitted effect of over 55% in size
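Kinetic red-fluorescence monitoring (525/598 nm) tracks WRN helicase activity after 100 nM fluorophore-quencher forked duplex and 2 mM ATP are added to 20 nM enzyme pretreated 15 min at room temperature with compound.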
PLK1 PBD block: qHTS for Inhibitors of PLK1-PDB (polo-like kinase 1 - polo-box domain): Primary Screen; Serine/threonine-protein kinase PLK1 (Homo sapiens), P53350; Plk1 PBD binding of FITC phosphopeptide, fluorescence polarization; Potency, µM, without a hit: max response, negative = inhibition, usual class: inhibitors; 360,000 compounds, 2.8% hits; AID 720504, 2013; further: potency means the concentration at half of the fitted maximal effect; series mostly up to about 57 µM; on the % scale 0 is the no-effect control and ±100 the full control effect; nearly all actives have a fitted effect of over 65% in size
EPAC1 antag: qHTS for Antagonist of cAMP-regulated guanine nucleotide exchange factor 3 (EPAC1): primary screen | Rap guanine nucleotide exchange factor 3 (Homo sapiens), O95398 | EPAC1 GEF assay, Rap1b-BODIPY-GDP exchange fluorescence | Potency, µM (doses to about 115 µM), inactives show top-dose activity change, negative = inhibition, usual class: inhibitors | 360,000 compounds, 0.14% hits;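 further: potency means the concentration at half of the fitted maximal effect; plate controls were vehicle for no effect and positive control for full effect; nearly all actives have a fitted effect of over 50% in size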
PI5P4K alpha inh: qHTS for Inhibitors of phosphatidylinositol 5-phosphate 4-kinase (PI5P4K); max response, %; 330,000 compounds, 1.2% hits; Phosphatidylinositol 5-phosphate 4-kinase type-2 alpha (Homo sapiens), P48426; AID 652105, 2013; PI5P4Kalpha enzyme, ADP-Glo luminescence, 60 min; hits give low values; active means max response of -50% or lower; inconclusive means between -30% and -50%; inactive means -30% or higher; further: value at the top dose of about 77 µM; on the % scale 0 is the no-effect control and ±100 the full control effect
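ADP-Glo luminescence end-point read after a 60 min room-temperature kinase reaction of PI5P4Kalpha plus substrate, initiated with ATP at 5 microM final. Buffer: 0.038 M HEPES pH 7.4, EGTA, 0.1% CHAPS, 5% DMSO.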
Abeta rescue: qHTS for compounds that reverse cellular toxicity of Amyloid beta (A-beta) peptide in yeast: Primary Screen. yeast expressing A-beta42, growth rescue, OD600, 48 h; response scale: 0% DMSO, 100% iron-clioquinol control. Potency, µM (series often up to 46.1 µM), without a hit: at the highest dose growth rescue, actives largely listed as activators. 410,000 compounds, 0.063% hits. AID 1347071, 2019; further: potency means the concentration at half of the fitted maximal effect; nearly all actives have a fitted effect of over 55% in size
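Yeast A-beta toxicity model in growth medium with pinned compounds, 48 h at 30 C; growth read as absorbance at 600 nm. Normalized to FeCl3/clioquinol equimolar mix (positive) and DMSO (negative).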
The depositor's hits bear a star; ? = inconclusive; . = no result given; & = joins results of further samples; [ ] = another dose, or the depositor's remark. Unless noted, the call rests on the fitted dose curve; in most records, active means well fitted curve in the direction sought with a large enough effect; inconclusive means small, poorly fitted or top-dose-only effect, or another doubt; inactive means no such curve, though single readings can be large; an effect the other way counts as inactive or inconclusive.

SMILES	IL2 activator	EPAC1 ag	FUS suppressor	WRN helicase inh	PLK1 PBD block	EPAC1 antag	PI5P4K alpha inh	Abeta rescue
CC(C)=NOCC(=O)Nn1c(COc2c(C)cccc2C)nc2ccccc2c1=O	-1.2	2%	0%	1%	-14%	15%	-11	17%
O=C(NC(=S)Nc1ccc2[nH]c(=O)[nH]c2c1)c1ccccc1Cl	-1.2	-10%	6%	-5%	-5%	13%	-5	-16%
CC(=O)Nc1cccc(Oc2nc(NCC3CC3)nc3ccsc23)c1	-0.3	1%	-11%	-4%	2%	-6%	-3	18%
Cc1ccc(CN2C(=O)C(F)(F)Oc3ccc(C)cc32)cc1	0.1	-1%	-33%	-2%	6%	-10%	21	16%
CNC(=O)NC(=O)CN1C(=O)NC2(CCOc3ccccc32)C1=O (stereo unspecified)	1.5	9%	10%	-2%	3%	7%	6	5%
O=C(NCCc1nc(-c2ccccc2)cs1)c1ccc(Br)cc1	-3.0	8%	11%	-8%	-13%	-36%	2	-1%
CCOc1ccc(Nc2nc3c(c(=O)[nH]2)CCCC3)cc1	-1.0	2%	14%	-7%	0%	-3%	.	-2%
CC(C)NC(=O)COC(=O)c1ccc(NS(=O)(=O)c2ccc3c(c2)OCCO3)cc1	-0.9	4%	6%	-11%	-3%	-8%	2	-7%
O=C1[C@H]2[C@@H](/C=C/c3ccccc3)N3C(=O)CN(CCO)C(=O)[C@@]3(Cc3ccccc3)[C@H]2C(=O)N1c1ccccc1	-0.2	-42%[inhibitor]	-8%	0%	-19%	-16%	6	-2%
COc1ccc(C(=O)c2[nH]c(N)c(C(N)=O)c2-c2ccc(OC)c(OC)c2)cc1	1.3	-7%	-6%	1%	1%	12%	-2	-3%
CCONc1ncnc2nonc12	-1.7	-1%	-3%	-9%	-2%	-9%	8	-3%
O=C(Cn1c(-c2cscn2)nc2ccccc21)Nc1ccc2ccccc2c1	3.2	7%	15%	-14%	1%	-14%	.	7%
COC(=O)c1ccccc1NC(=O)CSc1nnc(COc2cccc(OC)c2)n1C	0.9	0%	13%	4%	-1%	-3%	-1	17%
O=C(NCCc1ccccc1)C1CCN(c2ncccn2)CC1	-2.2	-4%	22%	-5%	-20%	-7%	1	-9%
O=C1NCCNC(=O)c2ccccc2OCCOc2ccccc21	0.6	4%	-29%	-4%	-4%	-17%	-2	0%
CC(=O)N1CCC(N(CCN2CCOCC2)C(=S)Nc2cc(C)ccc2C)CC1	-0.2	8%	.	2%	-22%	-10%	1	4%
COc1ccc(CN(C)C(=O)COc2cccc(-n3cnnn3)c2)cc1OC	1.0	-4%	5%	4%	-2%	4%	0	-1%
Cc1cccc(NC(=O)CSc2nnnn2-c2ccc3c(c2)OCCO3)n1	-3.2	-3%	-11%	-1%	-1%	1%	3	-5%
Cc1cccnc1NC(=O)CSc1ccc2c(c1)OCCO2	0.4	7%	-9%	-5%	-29%	-30%	3	-3%
O=C(O)c1ccc(OCC(F)(F)F)nc1	0.0	3%	-2%	0%	-5%	16%	0	-6%
CC(C)(C)OC(=O)NCc1ccc(CNC(=O)c2[nH]cnc2C(=O)N[C@@H](Cc2ccccc2)C(=O)OC(C)(C)C)cc1	-0.6	-35%[inhibitor]	44%	-6%	-1%	-25%	3	-8%
CCc1c(C(=O)N2CCCN(C)CC2)csc1C	-0.6	0%	-15%	-9%	-5%	-2%	-1	13%
CC(C)OCCCNC(=O)C(NC(=O)c1ccc(Cl)cc1)C(C)C (stereo unspecified)	0.3	-8%	-3%	9%[57.1 µM]	-8%	-3%	2	-20%
COc1c(N)c2ccccc2[nH]c1=O	1.4	2%	.	-20%	-3%	8%	4	11%
COc1ccc(-c2cc(C(=O)N(C)CC(=O)Nc3cccc(F)c3)c3ccccc3n2)cc1	-4.2	6%	12%	8%	-7%	-18%	3	-12%
O=[N+]([O-])c1ccc(-c2cn3c(n2)SCC3)cc1	-0.4	3%	5%	-15%	-17%	-4%	1	11%
CC(C)c1cc(C(C)C)c(S(=O)(=O)NNC(=O)c2ccncc2)c(C(C)C)c1	-1.3	-1%	.	-1%	3%	-1%	-1	-3%
CCOC(=O)N1CCN(C(=O)CSc2nnc(-c3cccc(OC)c3)o2)CC1	-0.1	-10%	3%	-6%	3.4µM*	-9%	?	0%
COc1ccc(CNc2nc3nc4c(c(=O)n3[nH]2)CCC4)cc1	-0.1	7%	-11%	10%	-11%	17%	2	-4%
CCOC(=O)c1c(C)[nH]c(C(=O)OCc2ccc(C)cc2)c1C	-1.2	-8%	2%	2%	2%	-6%	33	16%
Cc1ccc(C(=O)N2C3C=CC(C3)C2(C(F)(F)F)C(F)(F)F)cc1 (stereo unspecified)	-0.4	4%	0%	3%	-9%	-18%	11	3%
O=C(Nc1cccnc1)OC1CCCC1	3.0	12%	-10%	10%	-9%	-4%	-1	-20%
CCCN(Cc1cc2cccc(C)c2[nH]c1=O)S(C)(=O)=O	-0.5	4%	-5%	3%	-10%	8%	4	-5%
COc1ccc(/C=N/NC2=NS(=O)(=O)c3ccccc32)cc1OC	0.6	2%	29%	7%	-2%	5%	0	-8%
NC(=O)c1ccccc1NC(=O)CN1CCN(Cc2ccccc2)CC1	-1.8	5%	-41%	2%	1%	4%	6	-16%
C=CCNC(=O)c1ccc(Sc2ccccc2)c([N+](=O)[O-])c1	0.4	24%	-26%	-23%	-9%	-10%	-6	-1%
CCC(=O)c1ccccc1OCCN1CCN(CC)CC1	0.4	-15%	-2%	0%	-12%	-18%	1	4%
CCN(CC)S(=O)(=O)c1ccc(N2CCCC2)c(C(=O)OCC(=O)N2CCCC2)c1	-0.6	-5%	21%	-5%	6%	7%	5	-11%
O=C(O)c1ccc(CNCc2cccc(Cl)c2)cc1	0.9	11%	5%	1%	-17%	-25%	1	-14%
O=C(Nc1ccccc1OC(F)F)c1ccc(S(=O)(=O)N2CCCC2)cc1	-3.5	9%	.	3%	1%	13%	-2	-3%
CC1CCCCC1NC(=O)CSc1nnc(-c2ccco2)n1N (stereo unspecified)	-1.7	-2%	?	3%	-6%	17%	3	10%
COc1ccc(NC(=S)N(CCCOC(C)C)C2CCN(C(C)=O)CC2)cc1Cl	-0.7	-11%	3%	2%	-3%	-18%	0	-12%
CN(C)NC(=O)c1csnc1-c1c(Cl)cccc1Cl	1.4	6%	-10%	3%	11%	5%	3	4%
CC1CC(C)CN(CCOc2ccccc2-c2ccccc2)C1 (stereo unspecified)	-1.5	2%	.	6%	5%	5%	-3	-9%
CCCCN(CC)C(=O)Cn1ncc2c3ccccc3n(CCC)c2c1=O	-5.5	-3%	36%&19%	15%	0%	4%	3	-4%&-8%
COc1ccccc1CN1CC(C(=O)NCc2ccc(N3CCCC3=O)cc2)CCC1=O (stereo unspecified)	-0.9	-20%	-10%	8%	7%	-2%	3	2%
O=C(O)CC(c1ccc(Cl)cc1)N1C(=O)CCC1=O (stereo unspecified)	-3.4	-8%	2%	19%	-4%	9%	0	10%
O=C(Nc1ccc(N2CCOCC2)cc1)c1cccc(S(=O)(=O)N2CCCCC2)c1	-0.1	0%	-12%	-8%	2%	-10%	-6	0%
COc1ccc(-c2cnnc(N/N=C/c3ccc(C)o3)n2)cc1	-0.3	14%	18%	-13%	6µM*	5%	-17	-13%
Cc1[nH]c2ccccc2c1C(=O)C(=O)N1CCN(c2cccc(Cl)c2)CC1	1.1	11%	?	-14%	-3%	?	19	.
COc1cccc(-c2nnc(-c3ccc(C(F)(F)F)cc3)o2)c1	-4.6	-7%	6%	11%	0%	7%	4	5%
COc1ccccc1/C=N/NC(=S)Nc1cccnc1	0.5	-7%	1%	6%	-1%	4%	1	-20%
COc1cc(CNc2ccc3[nH]c(=O)[nH]c3c2)ccc1OCc1ccc(C)cc1	0.3	8%	9%	0%	-1%	-2%	-4	4%
CC(C)=CCc1c(O)cc(O)c2c(=O)c3c(CC=C(C)C)c(O)ccc3oc12	-0.5	-17%	35%	4%	-14%	-15%	?	-72%[inhibitor]
Cc1ccc(S(=O)(=O)N2CCCCC2)cc1C(=O)N1C(C)CCCC1C (stereo unspecified)	-0.5	4%	.	12%	-2%	-1%	-6	10%
CCOC(=O)c1cnc(SC)nc1NCCOC	0.5	10%	-5%	-5%	-8%	8%	1	-5%
C(=NN=C1c2ccccc2-c2ccccc21)c1ccc2c(c1)OCO2	1.2	7%	.	-4%	-3%	-7%	28	-9%
CCC(=O)Nc1nnc(SCc2cccc(F)c2)s1	0.0	-10%	-27%	-7%	-15%	-16%	2	-4%
Cc1ccc2nc(-c3ccc(NC(=O)CN(c4ccccc4C)S(C)(=O)=O)cc3)sc2c1	-2.2	3%	6%	-27%	-3%	2%	24	-11%[9.22 µM]
OCC1(CCc2ccccc2)CCN(Cc2cc(F)ccc2-n2cccn2)CC1	0.6	-6%	-3%	-5%	-4%	-2%	1	-12%
O=C(c1ccc(F)cc1)N1CCCC(C(=O)N2CCN(c3ccccc3)CC2)C1 (stereo unspecified)	-2.9	5%	15%	-1%	-9%	-14%	-11	-14%
